KCNQ1 inh = inhibitors of human KCNQ1 potassium channel; AID 2642; actives 1.3% (n = 310,000); CHO-K1 KCNQ1, FluxOR thallium flux fluorescence; active compounds read high; B-score at 10 µM; P51787;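 active means compounds whose thallium flux B-score, printed positive for inhibition, exceeds three library SD while starting fluorescence stays within three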;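 further: channel opened by potassium depolarization with thallium stimulus after 20 min compound exposure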
KCNK9 block = inhibitors of human KCNK9 two-pore domain potassium channel. actives 1.2% (n = 310,000). HEK293 KCNK9, FluxOR thallium flux fluorescence; active compounds read low. AID 488922. B-score at 10 µM. Q9NPC2;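 active means ratio B-score over 3 SD below the library mean, with starting fluorescence within 5 SD of its mean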;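 further: negative B-score means less thallium flux so channel inhibition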
Target sequence (Q9NPC2 whole entry, looked up, the tested form may be a part): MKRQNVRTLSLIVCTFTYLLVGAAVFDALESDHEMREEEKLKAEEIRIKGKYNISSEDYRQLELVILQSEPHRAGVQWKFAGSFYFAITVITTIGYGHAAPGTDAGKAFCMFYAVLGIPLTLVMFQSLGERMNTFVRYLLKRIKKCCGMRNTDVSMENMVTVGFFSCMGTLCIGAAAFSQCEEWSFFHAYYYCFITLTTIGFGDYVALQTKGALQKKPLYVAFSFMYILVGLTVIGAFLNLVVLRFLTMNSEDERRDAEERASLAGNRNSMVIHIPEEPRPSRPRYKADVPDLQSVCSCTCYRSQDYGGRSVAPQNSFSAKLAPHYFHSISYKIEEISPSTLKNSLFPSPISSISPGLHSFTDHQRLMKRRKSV
GSK3B inh = human GSK3beta kinase inhibition; activity score (negative = inhibition), % at 10 µM; actives 0.038% (n = 300,000); P49841; GST-GSK3beta kinase, ADP-Glo luminescence, 60 min; active compounds read low;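 active means more than half of replicate wells score below -50%, meaning over 50% inhibition versus plate controls; inconclusive means some replicates but at most half score below -50%; inactive means no replicate scores below -50%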;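 further: 0% = median DMSO wells and -100% = median GW8510 positive control wells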
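test system = GST-tagged human GSK3beta kinase, cell-free | reagent = 25 µM ATP with peptide substrate | dosing = one dose of 10 µM per compound | schedule = 60 min reaction, RT | detection = luminescent ADP-Glo measurement of ADP formed | control set = DMSO neutral wells and GW8510 at 20 µM as positive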
HDAC3 inh = inhibitors of human histone deacetylase 3; O15379; recombinant HDAC3, fluorogenic peptide/trypsin coupled, fluorescence; inhibition, % at 8.3 µM; actives 0.15% (n = 320,000); AID 2718; in the data active means inhibition above about 26%, passing the limit was not always enough; inconclusive means no clear call, values can overlap the other calls
hERG protect = shields human hERG channel from block by proarrhythmic agents. CHO-hERG, FluxOR thallium flux, dofetilide IC70 present. activation (rescue from dofetilide block), less the hit threshold, % at 10 µM. actives 0.51% (n = 310,000);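 active means activation above the mean of controls blocked by dofetilide plus 5 SD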;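 further: thallium influx through hERG after potassium depolarization seen as dye fluorescence rise; in these data hits start at about 4.7%; inactives centre near -7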
KCNK3 block = human KCNK3 channel inhibition, primary screen; O14649; CHO-KCNK3 thallium flux, FluxOR fluorescence; active compounds read low; B-score at 10 µM; actives 0.84% (n = 340,000);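 active means B-score under library mean minus 4 SD, starting fluorescence ratio at most library mean plus 5 SD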;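 further: more negative B-score means stronger inhibition of thallium flux through KCNK3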
PolyA inhibitor = blocks polyadenylation in yeast reporter cells | calls only at 12 µM | actives 0.02% (n = 300,000) | S. cerevisiae SKY197-pL101 polyadenylation reporter, beta-gal luminescence; efflux-impaired pdr1/pdr3 knockout yeast; score 100 = 6 SD above DMSO;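 active means lowest replicate activity score at least 50, where 100 means six control SD above control mean; inconclusive means lowest score under 50 but half or more replicates reach 50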;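 further: yeast exposed to compound for 9 h at 30 °C; higher score means more reporter readthrough which indicates perturbed polyadenylation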
Dyrk1A ADPGlo = inhibitors of rat Dyrk1A kinase; ADP-Glo luminescence, NFATc1 peptide; AID 504441; inhibition, % at 12.5 µM; actives 0.43% (n = 310,000); Q63470; in the data active means inhibition above about 50%;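 further: plate controls were vehicle with enzyme for no effect and no enzyme for full effect; many of its hits are not listed in these tables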
RGS4 act = potentiators or activators of RGS4. actives 0.92% (n = 310,000). AID 463111. B-score at 10 µM. HEK293 M3R/inducible RGS4, carbachol calcium flux Fluo4; active compounds read low;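 active means B-score of the integrated calcium signal more than 4 SD below the library mean, with starting fluorescence not abnormally high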;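 further: negative B-score means reduced calcium response which marks RGS4 activation or potentiation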
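Test system: HEK293 cells with stable M3R and inducible RGS4; also added: carbachol at ECmax as muscarinic agonist stimulus; schedule: dye loading 30 min 37 °C, buffer rest 30 min RT; technique: kinetic calcium fluorescence imaging with Fluo4-AM dye, 2 µM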
KCNQ1 pot = human KCNQ1 channel potentiation or activation. P51787. CHO-K1 KCNQ1, thallium flux FluxOR fluorescence; active compounds read high. B-score at 10 µM. actives 0.35% (n = 310,000). AID 2648;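 active means fluorescence ratio B-score, a plate-corrected score, at least three library SD, with initial intensity B-score within 5 SD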
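Medium – assay buffer, equal DMSO in all wells · Material – CHO-K1 cell line with stable KCNQ1 potassium channel expression · Signal – kinetic FluxOR thallium fluorescence, 10-s 1-Hz baseline, 110-s post-stimulus read · Compound – single concentration per compound, DMSO matched to controls · Schedule – 37 °C overnight plating, 90-min dark dye load, 20-min compound pretreatment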
GSK3 alpha inh = inhibitors of human GSK-3 alpha kinase; P49840; ADP-Glo luminescence, 60 min; inhibition, % at 10 µM; actives 0.1% (n = 320,000); AID 2650;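 in the data active means inhibition above about 50%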;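 further: GST-tagged GSK-3 alpha with peptide substrate and 25 µM ATP; 0% = DMSO neutral wells and 100% = GW8510 positive control wells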
Target sequence (P49840 whole entry, looked up): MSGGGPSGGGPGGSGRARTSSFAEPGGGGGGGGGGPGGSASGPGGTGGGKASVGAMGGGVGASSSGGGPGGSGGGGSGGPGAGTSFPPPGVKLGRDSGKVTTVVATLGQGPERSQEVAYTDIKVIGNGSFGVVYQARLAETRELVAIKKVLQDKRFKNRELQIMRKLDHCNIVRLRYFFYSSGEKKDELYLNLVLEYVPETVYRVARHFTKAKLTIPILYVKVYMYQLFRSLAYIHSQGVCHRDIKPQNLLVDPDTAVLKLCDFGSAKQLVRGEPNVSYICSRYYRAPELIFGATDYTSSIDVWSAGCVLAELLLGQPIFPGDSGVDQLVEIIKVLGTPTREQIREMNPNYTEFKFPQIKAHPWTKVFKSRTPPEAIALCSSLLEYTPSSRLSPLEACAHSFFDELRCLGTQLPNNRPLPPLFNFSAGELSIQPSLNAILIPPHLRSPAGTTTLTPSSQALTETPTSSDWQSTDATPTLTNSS
* marks the source's active call; other numbers are inactive results; i = inactive; u = inconclusive; x = no result given. These rows are one share of the data; rates above refer to the full screens.

Order of results – Dyrk1A ADPGlo, RGS4 act, GSK3B inh, HDAC3 inh, PolyA inhibitor, KCNQ1 pot, GSK3 alpha inh, KCNK9 block, KCNK3 block, hERG protect, KCNQ1 inh
- Cc1ccc(NC(=O)c2ccc([N+](=O)[O-])o2)cc1S(=O)(=O)N1CCOCC1
→ -2, i, 3, 7, i, i, -2, i, i, -14, i
- CCOC(=O)N1CCN(C(=O)CN(C)S(=O)(=O)c2ccc3c(c2)c(=O)n(C)c(=O)n3C)CC1
→ -2, i, 1, -5, i, i, -1, i, i, -16, i
- CCc1ccc2c(c1)/C(=C/C(=O)c1cccs1)C(=O)N2
→ -3, i, 3, 6, i, i, -1, i, i, -11, i
- Cc1ccc(SCCC(=O)NC(C(C)C)C(C)C)cc1
→ 1, i, 0, -5, x, i, -3, i, i, -4, i
- CC(O)CC(C(=O)NNc1ccccc1)C(=O)NNc1ccccc1 (centres undefined)
→ 0, i, 1, 0, i, i, -2, i, i, -4, i
- COc1cc(Cl)c(C)cc1NC(=O)CSc1nc2ccccc2o1
→ -4, i, -2, 5, i, i, 1, i, i, -10, i
- CC(NC(=O)c1cccnc1)C(=O)O (centres undefined)
→ -1, i, 6, -3, i, i, 1, i, i, -7, i
- COC(c1ccccc1)c1nnc(CCC(=O)N(C)CCOc2ccccc2)o1 (centres undefined)
→ 0, i, 0, -5, i, i, -1, i, i, -17, i
- O=C(NCC(=O)N1CCCCC1)c1ccc(Cl)cc1Cl
→ 1, i, -1, 7, i, i, -2, i, i, 0, i
- COc1ccc(Nc2nc(-c3cc4cccc(OC)c4oc3=O)cs2)cc1
→ 0, i, 1, 6, i, i, 2, i, i, -6, i
- CCn1c(CN2CCN(C(=O)c3ccco3)CC2)nc2c1c(=O)n(C)c(=O)n2C
→ -3, i, -1, 2, i, i, -1, i, i, -13, i
- Cc1c(NC(=O)c2cnn3c2NC(c2ccc(Br)cc2)CC3C(F)(F)F)c(=O)n(-c2ccccc2)n1C (centres undefined)
→ -3, i, -3, 7, i, i, -2, i, i, -13, i
- COc1ccc(N2C(=O)CSC23C(=O)N2c4c(cccc43)C(C)=CC2(C)C)cc1 (centres undefined)
→ 1, i, 0, 15, i, i, -1, -8.6*, i, -12, i
- O=C(Oc1ccc(-c2nnco2)cc1)c1ccc(Br)o1
→ 4, i, 2, 7, i, i, 2, i, i, -7, i
- Cc1n(C)c2cc(Cl)ccc2[n+]1Cc1ccccc1
→ 2, i, 1, 3, i, i, 0, i, i, -10, i
- CC(C)OC(=O)NC(Nc1ccccc1C(=O)O)(C(F)(F)F)C(F)(F)F
→ 0, i, 1, -11, i, i, -4, i, i, -5, i
- CCN1CCCC1CNC(=O)c1cc2c(-c3ccc(Cl)cc3)nn(C)c2s1 (centres undefined)
→ 1, i, -6, -50, i, i, 7, i, i, -17, i
- Fc1cccc(Cl)c1Cn1nnc(-c2ccc3c(c2)OCO3)n1
→ 3, i, 1, 5, i, i, 1, i, i, -8, i
- CCN(CCCCCN(C)C)Cc1cc2ccccc2o1
→ 0, i, 0, -14, i, i, -1, i, i, -5, i
- Cc1ccc(NC(=O)CCc2c(C)nn(-c3ccc(N4CCOCC4)nn3)c2C)cc1F
→ -8, i, 3, -12, i, i, 13, i, i, -10, i
- COc1cccc(C2CCCN2Cc2nc(-c3cnccn3)no2)c1 (centres undefined)
→ 8, i, 3, 0, i, i, -1, i, i, -18, i
- COc1ccc(C2/C(=C(/O)c3ccccc3)C(=O)C(=O)N2CCN2CCOCC2)c(OC)c1 (centres undefined)
→ 3, i, 1, -7, i, i, -2, i, i, -3, i
- O=C(c1cccc(Br)c1)N1CCN(c2cnn(-c3ccccc3)c(=O)c2Cl)CC1
→ -3, i, -4, 3, i, i, -5, i, i, -7, i
- Cc1oc(C)c(C(=O)Nc2ccc(CC(=O)O)cc2)c1C(=O)Nc1ccc(CC(=O)O)cc1
→ 2, i, 1, -4, i, i, -1, i, i, -8, i
- N/C(=N\OC(=O)CCc1ccccc1)c1cccnc1
→ 1, i, 2, 0, i, i, -5, i, i, -5, i
- CC(Sc1nnc(-c2cc3ccccc3o2)n1-c1ccccc1)C(=O)O (centres undefined)
→ 24, i, 1, 2, i, i, 0, i, i, -8, i
- Cc1ccc(C(=O)C(OC(=O)COc2ccccc2C)c2ccccc2)cc1 (centres undefined)
→ -6, i, 2, 2, i, i, 12, i, i, -16, i
- Cc1ccc2cc(CCNC(=O)C(=O)c3c(C)[nH]c4ccccc34)c(=O)[nH]c2c1
→ -4, i, -3, 2, i, i, -4, i, i, -1, i
- COc1ccc(C2CC(c3cccs3)=NN2C(=O)CSc2nncs2)cc1OC (centres undefined)
→ 2, i, 0, -1, i, i, -2, i, i, -10, i
- CCCCn1c(SCC(=O)Nc2nc(C)cs2)nnc1-c1cccnc1
→ -1, i, 2, x, i, i, x, i, i, -1, i
- CC1=NN(C(=S)Nc2ccccc2)C(c2ccccc2)C1 (centres undefined)
→ 4, i, 2, -6, i, i, -4, i, i, -5, i
- Cc1cccc(N2CCN(S(=O)(=O)c3ccc(-c4coc(C)n4)cc3)CC2C)c1 (centres undefined)
→ 3, i, 0, -3, i, i, -1, i, i, -2, i
- CC1CCc2[nH]c3ccc(C(=O)N4CCCC(C(F)(F)F)C4)cc3c2C1 (centres undefined)
→ 13, i, -25, u, i, i, -2, i, i, -12, i
- CCCn1c2ccc(F)cc2c2nnc(NN)nc21
→ 1, i, 2, -4, i, i, 4, i, i, -6, i
- CC(=O)Nc1ccc(S(=O)(=O)Nc2ccc3c(c2)OCO3)cc1
→ -6, i, 0, 11, i, i, 1, i, i, 0, i
- O=S(=O)(NN1CCOCC1)c1cc(Cl)cc(Cl)c1O
→ 22, i, 4, -7, i, i, -4, i, i, -11, i
- O=C(Nc1nnc(-c2ccccc2)o1)c1ccc(Cl)cc1
→ 5, i, -1, 9, i, 11*, x, i, i, 0, i
- CC1CCc2c(sc3nc(CSc4n[nH]c(N)n4)[nH]c(=O)c23)C1 (centres undefined)
→ -5, i, 2, x, i, i, 7, i, i, -9, i
- Cc1ccc(SC(C)C(=O)N2CCN(c3ccccc3)CC2)cc1 (centres undefined)
→ x, i, 3, -5, i, i, 4, i, i, -5, i
- Cc1ccc(CSCC(=O)NCc2ccc3c(c2)OCO3)cc1
→ -2, i, 4, 1, i, i, -2, i, i, 0, i
- c1cc(SSc2ccncc2)ccn1
→ -3, i, -4, -7, i, i, 1, i, i, -7, i
- CCC(C)OC(=O)C1=C(C)NC(=O)NC1c1ccc(F)cc1 (centres undefined)
→ -9, i, -1, 7, i, i, -2, i, i, -3, i
- Cc1ccc(NC(=O)CN(Cc2ccccc2)S(C)(=O)=O)cc1C
→ -1, i, 5, -1, i, i, x, i, i, -6, i
- COC(=O)N1CC(=O)N(OC)C1c1ccc(Cl)cc1Cl (centres undefined)
→ -1, i, -2, -5, i, i, 0, i, i, -15, i
- O=C(/C=C/c1cn(CC(O)CN2CCCCCC2)c2ccccc12)c1cccs1 (centres undefined)
→ 1, i, 0, x, i, i, x, i, i, -25, i
- Clc1ccc(-c2nnc(COc3ncnc4sccc34)o2)cc1
→ 4, i, 0, 0, i, i, 7, i, i, -7, i
- CC(NC(=O)CN(C1CCCCC1)S(C)(=O)=O)c1ccccc1 (centres undefined)
→ -3, i, -3, -5, i, i, -1, i, i, 2, i
- COc1cc2c(cc1OC)[C@@H]1Cc3cc4c(cc3[C@H](C2)N1C)OCO4
→ 3, i, 0, 34*, i, i, -5, i, i, -10, i
- COc1ccc(CC(=O)Oc2ccccc2C)cc1
→ -2, i, 0, 5, i, i, -2, i, i, -4, i
- Cc1ccc(-c2nnc(-c3ccc(NC(=O)c4ccco4)cc3)o2)cc1
→ -3, i, -1, -1, i, i, -1, i, i, -14, i
- COc1ccc(C(=O)COC(=O)c2cc(S(=O)(=O)N3CCCCC3)ccc2N2CCOCC2)c(OC)c1
→ -5, i, 1, 10, i, i, 0, i, i, -11, i
- COc1cc(CN=Cc2c(O)n(Cc3ccccc3)c(=S)[nH]c2=O)cc(OC)c1
→ 0, i, -4, 1, i, i, -4, i, i, -11, i
- CCOc1ccc(NC(=O)[C@H](C)NC(=O)C2CC(=O)N(c3ccc(OC)cc3)C2)cc1 (some centres undefined)
→ -1, i, -1, -1, i, i, -2, i, i, -8, i
- Cn1c(CNC(=O)CCNC(=O)c2ccccc2)cc(=O)n(C)c1=O
→ x, i, 0, 2, i, i, -5, i, i, -10, i
- Clc1ccc(-n2ncc3c(NCCN4CCOCC4)ncnc32)cc1
→ 9, i, 0, 4, i, i, 4, i, i, -15, i
- CCCn1c(N)c(N(CCOC)C(=O)c2ccc(Cl)c([N+](=O)[O-])c2)c(=O)[nH]c1=O
→ -5, i, -2, 5, i, i, 1, i, i, -6, i
- COc1ccc(N(CC(=O)NC2CCCC2)C(=O)c2ccc(C)s2)c(OC)c1
→ 1, i, -1, 2, i, i, 0, i, i, -3, i
- CCC(C)NC(=O)[C@H](CSCc1ccccc1)N1Cc2ccccc2C1=O (some centres undefined)
→ 6, i, 5, -3, i, i, -2, i, i, -5, i
- COc1cc(/C=C(\C#N)C(=O)Nc2ccc(SC(F)F)cc2)cc(OC)c1OC
→ -10, i, -2, -4, i, i, 0, i, i, -21, i
- O=C(NNC(=O)c1ccccc1[N+](=O)[O-])c1cccs1
→ 1, i, 1, 0, i, i, -4, i, i, -19, i

Additional records
Order of results – Dyrk1A ADPGlo, RGS4 act, GSK3B inh, HDAC3 inh, PolyA inhibitor, KCNQ1 pot, GSK3 alpha inh, KCNK9 block, KCNK3 block, hERG protect, KCNQ1 inh
- Cc1[nH]c2ccccc2c1N=Nc1cc(C(=O)O)cc(C(=O)O)c1
→ x, i, 2, 4, i, i, 0, i, i, -3, i
- COc1ccccc1CN1CCNC(=O)C1CC(=O)NCc1cn(C)nc1C (centres undefined)
→ -2, i, 1, -1, i, i, x, i, i, -10, i
- O=C(c1csc2c1CCCC2)N1CCN(c2ccc(F)cc2)CC1
→ -13, i, 5, -3, i, i, -2, i, i, -12, i
- CCCSc1nnc(NC(=O)Nc2ccccc2OC)s1
→ x, i, 2, 1, i, i, 12, i, i, -8, i
- COCCNC(=O)c1cc(C)ccc1C
→ 3, i, 2, -1, i, i, -2, i, i, -3, i
